# Bioassay records deposited in PubChem BioAssay by Southern Research Specialized Biocontainment Screening Center.
# H1N1 NS1A inhibition – H1N1 influenza NS1A inhibitors, functional cell based assay (AID 504329); NS1A functional cell-based assay, percent inhibition; higher % means a stronger effect; inhibition, % at 12.5 µM, or IC50 in µM where a hit was titrated; 340,000 compounds, 0.3% hits; in the data active = a potency from the dose series; inconclusive = inhibition above about 27% without an active follow-up result; also: strong numbers were not always called active
# M. tuberculosis – growth inhibition of non-replicating M. tuberculosis (AID 488890); inhibition, % at 25 µM; hits with a dose series show IC50 in µM; 320,000 compounds, 0.39% hits; Mycobacterium tuberculosis non-replicating, growth inhibition; higher % means a stronger effect; in the data active = a potency from the dose series; inconclusive = inhibition mostly from about 82% at the one dose, without a potency; inactive = the rest, 99 in 100 with inhibition below about 76%;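 also: plate controls were DMSO cells for no effect and high antibiotic wells for full effect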
# Salmonella PhoP GFP – PhoP regulon inhibitors, Salmonella typhi PhoP promoter GFP reporter, confirmatory (AID 1850) | Salmonella Typhi PhoP-promoter GFP reporter, fluorescence, 4 h; higher % means a stronger effect | inhibition, % at 50 µM; hits with a dose series show IC50 in µM | 310,000 compounds, 0.33% hits; in the data active = a potency from the dose series; inconclusive = inhibition mostly from about 25% at the one dose, without a potency; inactive = the rest, 99 in 100 with inhibition below about 19%;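 also: 0% = induced wells with vehicle and 100% = uninduced wells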
# inhibitors of VEEV – inhibitors of VEEV TC-83 cytopathic effect, confirmation, Vero cells (AID 588727). Vero cells, VEEV TC-83 cytopathic effect inhibition; higher % means a stronger effect. 350,000 compounds, 0.13% hits. one-dose inhibition, % at 20 µM; IC50 in µM for titrated hits; in the data active = a potency from the dose series; inconclusive = inhibition mostly from about 14% at the one dose, without a potency; inactive = the rest, 99 in 100 with inhibition below about 12%; also: strong numbers were not always called active
# H37Rv inhibition – M. tuberculosis growth inhibition, HTS (AID 449762); inhibition, % at 25 µM, or IC50 in µM where a hit was titrated; 330,000 compounds, 0.59% hits; M. tuberculosis H37Rv growth inhibition, 7H9 media; higher % means a stronger effect; in the data active = a potency from the dose series; inconclusive = inhibition above about 70% without an active follow-up result;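 also: bacterial growth assessed after seven days of incubation; strong numbers were not always called active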
# inhibitors of VEEV 10K pilot screen – recorded beside inhibitors of VEEV, whose call it bears; inhibition, %; measured here: 10K pilot screen inhibition
# * marks the source's active call; other numbers are inactive results; i = inactive; u = inconclusive; x = no result given.
SMILES,H1N1 NS1A inhibition,M. tuberculosis,Salmonella PhoP GFP,inhibitors of VEEV,H37Rv inhibition,others
Clc1ccc(-c2cnn3c(-c4ccncc4)ccnc23)cc1,-2.5%,76.7%,-5.7%,0.4%,20.6%,
O=C(NC(=S)Nc1cccc2[nH]ncc12)c1ccccc1,-3.3%,-16.1%,8.0%,0.5%,1.7%,
CC(Sc1nnc(CNc2cccc3ccccc23)n1-c1ccccc1)C(=O)N/N=C/c1ccco1 (stereo unspecified),9.1%,53.5%,-4.7%,1.9%,-11.2%,
Cc1cc(OCC(O)CN2CCCC2)cc(C)c1Cl (stereo unspecified),6.5%,15.4%,2.6%,0.6%,-10.2%,
CC(C)[C@H](NC(=O)NCCC1=CCCCC1)C(=O)O,-10.2%,1.0%,-19.9%,0.4%,7.7%,
CCSc1nnc(NC(=O)c2cccs2)s1,-1.2%,18.8%,-3.6%,4.9%,-2.8%,
O=C(NNC(=O)OCc1ccccc1)OCc1ccccc1,-1.0%,x,x,1.4%,x,
COC(CNC(=O)c1cccnc1)OC,-14.4%,-3.7%,-0.9%,i,2.0%,
Cc1ccc(S(=O)(=O)N(CC(=O)NCCC2=CCCCC2)Cc2ccccc2F)cc1,-1.7%,-21.0%,7.5%,1.1%,-1.2%,
O=C(NCc1ccccc1)C12CC3CC(CC(Br)(C3)C1)C2,-14.0%,2.1%,4.9%,i,4.3%,
COc1cc2[nH]c(=S)n(CCN3CCCCC3C)c(=O)c2cc1OC (stereo unspecified),19.9%,-4.7%,8.2%,5.8%,u,
CCCCCC(=C/c1ccccc1)/C=N/Nc1ccc(S(=O)(=O)N2CCOCC2)cc1[N+](=O)[O-],-9.6%,x,x,i,x,
Cc1ccc(OCC(=O)NNC(=O)CCC(=O)Nc2ccc(C)cc2C)cc1,5.8%,-16.4%,1.5%,i,4.5%,
COc1ccc(C2c3[nH]c4ccccc4c3CCN2C(=O)c2cn3ccccc3n2)c(F)c1 (stereo unspecified),6.7%,18.8%,-1.4%,8.9%,u,
O=C1Cc2ccccc2C(c2ccc(Cl)cc2Cl)N1 (stereo unspecified),9.4%,21.1%,20.8%,i,1.0%,

# Arranged by formula weight (rising): part of the list above.
SMILES,H1N1 NS1A inhibition,M. tuberculosis,Salmonella PhoP GFP,inhibitors of VEEV,H37Rv inhibition,others
COC(CNC(=O)c1cccnc1)OC,-14.4%,-3.7%,-0.9%,i,2.0%,
CC(C)[C@H](NC(=O)NCCC1=CCCCC1)C(=O)O,-10.2%,1.0%,-19.9%,0.4%,7.7%,
O=C(NC(=S)Nc1cccc2[nH]ncc12)c1ccccc1,-3.3%,-16.1%,8.0%,0.5%,1.7%,
Clc1ccc(-c2cnn3c(-c4ccncc4)ccnc23)cc1,-2.5%,76.7%,-5.7%,0.4%,20.6%,
Cc1ccc(OCC(=O)NNC(=O)CCC(=O)Nc2ccc(C)cc2C)cc1,5.8%,-16.4%,1.5%,i,4.5%,
Cc1ccc(S(=O)(=O)N(CC(=O)NCCC2=CCCCC2)Cc2ccccc2F)cc1,-1.7%,-21.0%,7.5%,1.1%,-1.2%,
CC(Sc1nnc(CNc2cccc3ccccc23)n1-c1ccccc1)C(=O)N/N=C/c1ccco1 (stereo unspecified),9.1%,53.5%,-4.7%,1.9%,-11.2%,

# More records.
SMILES,H1N1 NS1A inhibition,M. tuberculosis,Salmonella PhoP GFP,inhibitors of VEEV,H37Rv inhibition,others
COC(=O)CC1C(=O)NCCN1C(=S)NC(=O)CCc1ccccc1 (stereo unspecified),20.0%,-1.9%,-1.2%,5.4%,5.5%,
COc1ccc2c(c1)cc(C(=O)N[C@@H](CCSC)C(=O)N1CCC[C@H]1C(=O)O)n2C,-5.5%,-5.2%,-1.5%,0.2%,5.1%,
Cc1nn(-c2ccccc2)c(C)c1Cc1ccc(O)cc1,-2.1%,-7.8%,4.6%,2.9%,4.7%,
O=C(Nc1cc(=O)[nH]c2ncnn12)c1ccccc1,-4.4%,13.2%,-2.9%,1.0%,-6.6%,inhibitors of VEEV 10K pilot screen=0.5
Cc1ccc(C2c3c(oc4ccccc4c3=O)C(=O)N2c2nncs2)cc1 (stereo unspecified),11.4%,0.4%,9.6%,i,-0.1%,
COc1ccccc1N1CCN(Cc2ccc(O)c3ncccc23)CC1,5.46µM*,u,38.2µM*,2.7%,u,
CC(C)CN(C(=O)COC(=O)c1ccc(Cl)c(N)c1)c1c(N)n(Cc2ccccc2)c(=O)[nH]c1=O,-7.1%,29.9%,1.5%,8.6%,2.5%,
Nc1c(S(=O)(=O)c2cccs2)c2nc3ccccc3nc2n1Cc1cccs1,-6.8%,-12.2%,8.2%,0.7%,4.2%,inhibitors of VEEV 10K pilot screen=0.8
CCOC(=O)C1=C(C)NC(=O)NC1c1c(OC)ccc2ccccc12 (stereo unspecified),-0.2%,-3.3%,-1.0%,i,1.5%,
FC(F)(F)c1cccc(NC(=S)NCCc2ccccn2)c1,1.6%,2.6%,-4.2%,1.3%,-7.3%,inhibitors of VEEV 10K pilot screen=0.0
C=CCc1cccc2cc(C(=O)NNC(=O)CC#N)c(=O)oc12,-7.8%,-13.8%,9.4%,1.9%,-11.3%,
Cc1ccc(S(=O)(=O)NNC2=NS(=O)(=O)c3ccccc32)c(C)c1,-2.7%,-17.5%,0.7%,0.2%,0.7%,
c1nc2n(n1)C1=C(CCCC1)C1(CCCCC1)N2,-5.4%,90.7%,-7.6%,1.4%,10.2µM*,
Cc1csc(Sc2nc3c(c(=O)[nH]c(=O)n3C)n2CCCc2ccccc2)n1,7.8%,-4.7%,1.4%,1.8%,0.1%,
CC(=O)N1c2ccc(S(=O)(=O)N(C)C3CCCCC3)cc2CC1C (stereo unspecified),-1.7%,2.5%,1.5%,0.9%,-9.5%,
COc1cc(C)c(Br)cc1S(=O)(=O)N1CCOCC1,-0.5%,-15.4%,2.0%,i,-1.4%,
Nn1c(SCC(=O)Nc2ccccc2)nnc1C1CCCCC1,-8.7%,30.3%,5.3%,2.7%,-4.1%,
COCCCNc1ncnc2c1cnn2-c1ccc(C)cc1C,2.4%,5.9%,-2.5%,0.4%,8.7%,
O=C(c1ccc(F)cc1)N1CCN2C(=O)c3ccccc3C12c1ccccc1 (stereo unspecified),13.4%,7.7%,-2.2%,1.4%,3.8%,
CCOCC(=O)Nc1ccc(S(=O)(=O)NCCc2ccccc2)cc1,-6.9%,14.2%,-6.4%,0.6%,-8.5%,
Cc1ccc(NC(=O)CN(C)C(=O)/C=C/c2cccs2)cc1,-5.5%,43.2%,-4.2%,0.3%,-6.5%,inhibitors of VEEV 10K pilot screen=0.3
O=C1CCN(c2ncccc2[N+](=O)[O-])CC1,4.3%,-30.1%,-12.0%,1.0%,-7.1%,
Cc1ccc(-n2nnnc2SCC(=O)NC2CCS(=O)(=O)C2)c(C)c1 (stereo unspecified),-0.8%,x,x,2.5%,x,
Cc1ccc(NP(=O)(Oc2ccccc2F)Oc2ccccc2F)cc1C,20.8%,0.2%,-6.5%,13.5%,8.8%,
O=C(NCCc1ccc(C(F)(F)F)cc1)C1CCC(=O)N(CCCc2ccccc2)C1 (stereo unspecified),7.2%,14.0%,-6.0%,2.6%,3.5%,
O=C(O)C1C2CCC(O2)C1C(=O)Nc1ccc(Br)cc1F (stereo unspecified),-1.0%,-10.0%,0.5%,1.1%,1.8%,
COC(=O)c1c(C)n(-c2ccccc2)c2ccc(O)cc12,-1.8%,7.6%,-0.4%,0.8%,49.0%,
Cc1ccc(C(=O)Nc2ccc(C(=O)N/N=C/c3ccccn3)cc2)cc1,12.6%,16.7%,1.7%,2.2%,-2.6%,
Cc1cccc(N2CCN(C(=O)CCC(=O)N3CC(C)Oc4ccc(C)cc43)CC2C)c1 (stereo unspecified),4.3%,10.5%,-4.2%,10.4%,-7.1%,
CCC(CC)C(=O)Nc1ccc(C)cc1O,-1.2%,-18.2%,8.5%,0.9%,11.5%,
CCOc1ccc(C2=CSC3=NCCN23)cc1[N+](=O)[O-],-15.6%,29.1%,14.1%,0.2%,2.5%,
COc1ccc(OC)c(N(CC(=O)NCCSCc2ccc(C)cc2)S(C)(=O)=O)c1,7.2%,-3.9%,-2.0%,0.2%,1.4%,
Cc1c(C(=O)NC(C)c2ccccn2)oc2c(Cl)cccc12 (stereo unspecified),5.5%,x,x,3.5%,x,
S=C(NC12CC3CC(CC(C3)C1)C2)N1CCCC1,-3.7%,59.0%,-5.7%,1.1%,-0.7%,
COc1ccc(CC(=O)NCC2CCCN(Cc3cc(OC)cc(OC)c3)C2)cc1 (stereo unspecified),-1.4%,2.8%,-4.1%,0.1%,-4.5%,
Cc1ccc(NC(=O)Cn2nnc(C(=O)NCc3ccco3)c2N)c(C)c1,3.2%,3.0%,-13.1%,2.1%,-1.5%,
C=CCNC(=O)C(C)N1C(=O)c2ccccc2C1=O (stereo unspecified),-19.0%,-7.5%,-4.2%,3.0%,-7.2%,
N#C/C(=C\c1ccc[nH]1)C(=O)NC1CC1,-4.9%,-5.9%,73.8µM*,i,3.6%,
CNc1ncnc(Sc2nc(N)nc3nc[nH]c23)c1[N+](=O)[O-],1.7%,x,x,2.5%,x,
COc1ccc(CCNC(=O)C2CCCN2C(=O)Nc2cccc(C(C)=O)c2)cc1OC (stereo unspecified),12.9%,-11.8%,10.1%,0.8%,-3.4%,
O=C(COc1ccccc1Br)NC(=O)NC1CCCC1,1.2%,x,x,11.0%,x,
CS(=O)(=O)N(Cc1ccc(Cl)cc1)c1ccc(C(=O)NCc2ccccn2)cc1,8.7%,8.1%,4.2%,6.4%,-5.4%,
O=C(O)CSc1cc(NS(=O)(=O)c2ccc(Cl)cc2)c2ccccc2c1O,-1.7%,u,-7.8%,6.9%,14.9%,
O=C(NCCCO)/C(=C\C=C\c1ccccc1)NC(=O)c1ccccc1Cl,-4.2%,-3.6%,-9.6%,9.5%,-2.3%,
CSCCC(NC(=O)c1ccccc1Cl)C(=O)N1CCN(c2ccccn2)CC1 (stereo unspecified),-13.8%,-12.0%,-0.2%,1.5%,-4.3%,
COc1ccc(C(=O)C2(C)N(O)C(C)C(c3cccs3)=[N+]2[O-])cc1 (stereo unspecified),-17.3%,-1.8%,-3.1%,0.3%,1.4%,
CCCc1[nH][nH]c(=O)c1C(c1ccccc1)C(C#N)C#N (stereo unspecified),-7.6%,-17.3%,1.2%,3.4%,0.9%,
CCCCCn1c(CN2CCN(CCO)CC2)nc2c1c(=O)n(C)c(=O)n2C,-1.8%,-21.1%,1.1%,1.4%,5.8%,
O=C(NC1CC1)C1=C[C@@H](c2c[nH]c3ccccc23)C[C@@H](OCc2ccc(CO)cc2)O1,4.6%,26.4%,-5.2%,0.1%,1.8%,
COC(C[C@H](O)CC(=O)[C@@H](C)OCc1ccccc1)OC,6.0%,-15.5%,-4.3%,2.3%,7.2%,
Cc1cnc(NC(=O)CSc2ncc(-c3ccccc3)n2Cc2ccco2)s1,12.0%,24.7%,-5.3%,7.0%,7.2%,
CCOC(=O)C1CCCN(C2CC(=O)N(c3ccc(NC(C)=O)cc3)C2=O)C1 (stereo unspecified),-5.3%,-15.2%,5.2%,1.4%,0.4%,
O=C(Cn1cc(COc2ccccc2C(F)(F)F)nn1)c1ccc(O)cc1,-12.3%,x,x,i,x,
CCOC(=O)C1CN(c2cc3c(cc2F)c(=O)c(C(=O)O)cn3CC)OC1C(=O)OCC (stereo unspecified),-4.6%,16.0%,-4.0%,0.9%,1.7%,
Cc1cc(C)c(NC(=O)CCn2nnc3ccccc32)c(C)c1,x,-17.0%,4.3%,0.6%,-6.4%,
COc1ccc(/C=C(/NC(=O)c2ccccc2)C(=O)N/N=C/c2ccc3c(c2)OCO3)cc1OC,2.4%,x,x,0.7%,x,
CCNC(=O)COC(=O)CCNC(=O)c1ccc(Cl)cc1,15.5%,-6.1%,-0.4%,0.5%,-0.1%,
C[C@]12CCC3C(CC[C@H]4[C@H](O)[C@H](O)CC[C@]34C)C1CC[C@@H]2O (stereo partly specified),-18.9%,x,x,1.1%,x,
CC1CC(=O)N(CC(=O)NCc2ccc(F)cc2)c2ccccc2S1(=O)=O (stereo unspecified),-5.5%,-10.6%,-4.9%,3.1%,0.4%,
CCN(CC)Cc1cc(C(C)=O)ccc1OCC(C)C,27.0%,24.6%,4.6%,0.8%,4.5%,
COc1cc([N+](=O)[O-])cc2cc(C(=O)N3CCCC3)c(=O)oc12,11.3%,23.7%,-1.8%,0.1%,19.6%,
CC(C)c1ccc(-c2noc(C3CCCN(S(C)(=O)=O)C3)n2)cc1 (stereo unspecified),4.6%,4.6%,-3.8%,2.8%,-3.6%,
